eLon inh = inhibitors of E. coli Lon protease; P0A9M0; inhibition, % at 7.94 µM; purified E. coli Lon protease, fluorescence polarization; 360,000 tested, 0.42% active; in the data active means inhibition above about 13%, passing the limit was not always enough;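 further: 0% = enzyme with probe and DMSO and 100% = no enzyme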
FAS TE block = FAS thioesterase (human) inhibition | inhibition, % at 15 µM | AID 602261 | recombinant FAS-TE, OMFH fluorogenic substrate, fluorescence endpoint | P49327 | 360,000 tested, 0.67% active;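 active means compounds whose normalised, plate-corrected inhibition of enzyme fluorescence in the single-dose primary screen is 50% or more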;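 further: 0% = DMSO with enzyme and 100% = substrate without enzyme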
CendR NRP1 mod = alters CendR peptide binding to human NRP-1; O14786; FAM-RPARPAR peptide binding to NRP-1, fluorescence polarization; inhibition, % at 25 µM; 360,000 tested, 0.85% active;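 active means inhibition or corrected inhibition above about 18%, plus a signal ratio from 0.5 to 1.5, limit read from the data, passing the limit was not always enough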; further: strong numbers were not always called active
Rin1-Abl PPI inh = inhibitors of human Rin1-Abl protein interaction | inhibition, % at 7.35 µM | AID 588664 | P00519+Q13671 | TR-FRET Rin1/Abl binding, biochemical | 360,000 tested, 0.4% active; in the data active means inhibition above about 5%, passing the limit was not always enough
Neddyl block = inhibitors of human cullin neddylation; P61081+Q13564; TR-FRET cullin neddylation, biochemical; calls only at 25 µM; 360,000 tested, 0.58% active; in the data active means inhibition above about 36%
Target sequence (P61081 whole entry, looked up): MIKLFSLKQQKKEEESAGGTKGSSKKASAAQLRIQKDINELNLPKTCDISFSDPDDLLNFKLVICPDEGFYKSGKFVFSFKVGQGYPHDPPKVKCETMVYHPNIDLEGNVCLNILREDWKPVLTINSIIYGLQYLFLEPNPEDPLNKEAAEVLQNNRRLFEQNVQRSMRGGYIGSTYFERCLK
Target sequence (Q13564 whole entry, looked up): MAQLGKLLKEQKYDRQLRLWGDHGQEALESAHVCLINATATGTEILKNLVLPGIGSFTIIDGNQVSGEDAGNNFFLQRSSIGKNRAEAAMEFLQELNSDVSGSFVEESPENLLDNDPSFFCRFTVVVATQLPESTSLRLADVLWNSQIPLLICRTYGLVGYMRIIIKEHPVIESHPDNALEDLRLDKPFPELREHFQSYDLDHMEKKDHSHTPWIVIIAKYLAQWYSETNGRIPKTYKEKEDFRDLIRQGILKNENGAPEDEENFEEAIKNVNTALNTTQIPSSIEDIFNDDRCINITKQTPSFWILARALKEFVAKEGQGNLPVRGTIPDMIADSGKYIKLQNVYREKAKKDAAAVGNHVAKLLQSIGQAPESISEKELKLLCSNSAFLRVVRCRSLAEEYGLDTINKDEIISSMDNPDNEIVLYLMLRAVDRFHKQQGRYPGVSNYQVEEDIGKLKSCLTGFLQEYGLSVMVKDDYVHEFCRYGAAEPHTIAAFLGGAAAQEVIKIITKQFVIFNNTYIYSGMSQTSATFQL
SKN-1 inh = blocks SKN-1 activity in C. elegans; C. elegans VP596 Pgst-4::GFP/RFP ratio, acrylamide-induced, 24 h; inhibition, % at 21.8 µM; 360,000 tested, 0.49% active; AID 624304;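 active means interference check ratio from 0.5 to 1.5 plus GFP to RFP signal ratio inhibition reaching or exceeding a fixed threshold, cut at about 30% in these data, passing the limit was not always enough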; further: some compounds called inactive have numbers as strong as hits
MsrA inh = inhibitors of bovine MsrA; purified bovine MsrA, absorbance read-out; inhibition, % at 15.5 µM; 360,000 tested, 0.75% active; AID 651718; in the data active means inhibition above about 4.5%;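 further: 0% = vehicle wells with enzyme and 100% = reference inhibitor wells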
MT1-MMP act inh = blocks activation of human MT1-MMP | 360,000 tested, 0.061% active | HT1080 RFP-PRO-GFP cells, GFP/RFP ratio fluorescence, overnight; percent of plate control window, DMSO zero | GFP/RFP ratio change, % at 20 µM;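 active means GFP/RFP ratio change of at least 30% with cell ATP level not reduced by more than half and red fluorescence within 50% of control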; further: strong numbers were not always called active
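Read-out: GFP/RFP fluorescence ratio; Test system: RFP-PRO-GFP reporter HT1080 cells; Compound dosing: single-point 20 µM compound, 1% DMSO; Times: overnight compound exposure at 37 °C.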
MsrA act = activates bovine MsrA enzyme | purified bovine MsrA, absorbance read-out | activation, % at 10.6 µM | 360,000 tested, 0.3% active; in the data active means activation above about 7.5%;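 further: 0% = vehicle and 100% = reference activator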
The depositor's hits bear a star; i = inactive; · = no result given; + = active, no number.

smiles	eLon inh	FAS TE block	CendR NRP1 mod	Rin1-Abl PPI inh	Neddyl block	SKN-1 inh	MsrA inh	MT1-MMP act inh	MsrA act
Cc1ccc(C2NC(c3ccc(C)cc3)C([N+](=O)[O-])C(C)(C)C2[N+](=O)[O-])cc1 (configuration not stated)	1	60*	10	3	i	2	0.3	1	-4
CC1(C)NC(=O)N(CC(=O)N2CCN(S(=O)(=O)c3cc(Cl)ccc3Cl)CC2)C1=O	-10	-4	6	3	i	3	-0.6	-6	-4
CCNC(=O)C1(C)CCN(C(=O)c2ccc(C(F)(F)F)cc2)C1 (configuration not stated)	-8	-4	-2	0	i	-7	-0.8	9	-2
COc1ccccc1CNCc1ccc2c(c1)OCO2	8	-8	12	-3	i	14	1.0	3	-1
Cc1ccc(NC(=O)CCC(=O)NCCO)cc1	5	-9	12	1	i	-9	-0.4	-1	2
COc1cc(C(=S)N2CCCC2)cc(OC)c1OC	-5	-6	3	4	i	-18	1.7	-6	-15
Cc1ccc(NC(=S)N2CCN(Cc3ccc4c(c3)OCO4)CC2)c(C)c1	-4	-4	1	-3	i	0	-0.5	0	-2
CCOC(=O)c1c(-c2ccccc2)csc1NC(=O)CSc1ccccc1	-16	22	-4	1	i	9	0.9	-1	-3
Cc1ncc(CO)c(/C=N/NC(=O)c2ccccc2Br)c1O	-1	-9	-1	-3	·	8	0.8	0	-2
COc1ccc(NC(C)=O)cc1NC(=O)CCn1c(=O)sc2ccccc21	-8	-7	9	2	i	-1	0.1	11	-3
CNC(=S)SCCOc1ccc(C)cc1	1	14	6	1	i	25	-1.6	0	-2
O=C(CN1CCN(Cc2cccc(Cl)c2)C1=O)NCc1cccs1	5	-4	10	-5	i	-8	-1.2	0	-2
C/C(CC(=O)NCc1ccco1)=N\NC(=O)CC#N	-7	-4	-5	2	i	6	1.6	-3	-3
O=C(NCCc1ccccc1)c1cnn2c(C(F)F)cc(C3CC3)nc12	2	8	-9	-3	i	-9	1.9	0	-5
CCOCCCNC(=S)NCCc1ccccc1	7	-8	1	0	i	3	-0.8	1	-4
O=C(O)c1ccc(CSc2nc3c(c(=O)[nH]2)CCC3)cc1	10	-3	-7	-2	i	6	1.2	4	0
Cc1cc(O)c(C(C)C)cc1NC(=O)c1ccc(Cl)cc1	-1	1	12	-3	i	2	-0.7	4	-2
O=S(=O)(Nc1cc(Cl)ccc1-n1cncn1)c1cc(Br)ccc1Br	-11	9	-9	-1	i	9	-0.4	-1	-3
COc1cc(C(=O)NNC(=O)C2CCCC2)cc(OC)c1OC	5	-4	4	2	i	2	0.1	1	-2
O=C(c1cc(Br)ccc1Cl)N1CCN(c2ccc(N3CCOCC3)nn2)CC1	-11	-6	6	-2	+	8	-0.3	6	-3
Cc1ccccc1S(=O)(=O)N(CC(O)CN1CCCCC1)c1ccccc1 (configuration not stated)	-2	-6	3	0	i	-17	0.0	1	-3
Cc1ccc(NC(=O)CC2C(=O)NCCN2C(=O)c2ccc(F)cc2)cc1 (configuration not stated)	-2	-6	9	0	i	22	2.6	-2	-3
Nc1nc(SCc2ccccc2)c2ncn(C3OC(CO)C(O)C3O)c2n1 (configuration not stated)	6	-8	4	0	i	11	-0.3	4	1
Cc1c(N=Nc2c(-c3ccc([N+](=O)[O-])cc3)[nH]n(C(N)=S)c2=O)cccc1[N+](=O)[O-]	-4	37	-14	3	i	20	-0.5	-45	-2
CCOC(=O)N1CCN(S(=O)(=O)c2ccc(C(=O)Nc3sc4c(c3C(N)=O)CC(C)(C)NC4(C)C)cc2)CC1	-4	2	0	-1	i	14	0.8	-1	-6
CC(=O)Nc1ccc(N/C=C/C(=O)c2ccc(Br)cc2)cc1	-8	-1	-25	3	i	2	·	-2	-4
CC(NC(=O)CN1CCN(Cc2ccc(Cl)cc2)C1=O)c1ccc2c(c1)OCCO2 (configuration not stated)	15	1	7	-3	i	11	-0.6	2	-1
CCn1cnc2sc(C(=O)O)c(C)c2c1=O	1	-9	-2	-2	i	15	-0.7	-1	-1
O=C(CN1C(=O)c2ccccc2S1(=O)=O)NCCSCc1ccco1	-1	-4	-20	-2	i	11	0.1	2	-2
CSc1nc(Oc2ccc(=O)n(C)n2)nc(N(C)C)n1	4	-9	-11	0	i	-4	-0.8	-1	-12
CCC(O)(c1ccc(OC)cc1)C(CN1CCOCC1)c1ccccc1 (configuration not stated)	13	-4	9	2	i	6	1.4	-7	-4
COC(=O)Nc1nc2c(s1)CCCC2	-10	-5	-13	1	i	-9	-0.8	17	-2

Shown as labelled records: four of the compounds above
compound: O=C(CN1C(=O)c2ccccc2S1(=O)=O)NCCSCc1ccco1
- eLon inh = -1
- FAS TE block = -4
- CendR NRP1 mod = -20
- Rin1-Abl PPI inh = -2
- Neddyl block = i
- SKN-1 inh = 11
- MsrA inh = 0.1
- MT1-MMP act inh = 2
- MsrA act = -2

compound: CCOC(=O)N1CCN(S(=O)(=O)c2ccc(C(=O)Nc3sc4c(c3C(N)=O)CC(C)(C)NC4(C)C)cc2)CC1
- eLon inh = -4
- FAS TE block = 2
- CendR NRP1 mod = 0
- Rin1-Abl PPI inh = -1
- Neddyl block = i
- SKN-1 inh = 14
- MsrA inh = 0.8
- MT1-MMP act inh = -1
- MsrA act = -6

compound: CCC(O)(c1ccc(OC)cc1)C(CN1CCOCC1)c1ccccc1 (configuration not stated)
- eLon inh = 13
- FAS TE block = -4
- CendR NRP1 mod = 9
- Rin1-Abl PPI inh = 2
- Neddyl block = i
- SKN-1 inh = 6
- MsrA inh = 1.4
- MT1-MMP act inh = -7
- MsrA act = -4

compound: CSc1nc(Oc2ccc(=O)n(C)n2)nc(N(C)C)n1
- eLon inh = 4
- FAS TE block = -9
- CendR NRP1 mod = -11
- Rin1-Abl PPI inh = 0
- Neddyl block = i
- SKN-1 inh = -4
- MsrA inh = -0.8
- MT1-MMP act inh = -1
- MsrA act = -12

Continued.
smiles	eLon inh	FAS TE block	CendR NRP1 mod	Rin1-Abl PPI inh	Neddyl block	SKN-1 inh	MsrA inh	MT1-MMP act inh	MsrA act
O=C(Nc1ccccc1Cl)c1ccc2c(c1)N(Cc1ccc(F)cc1)C(=O)CS2=O (configuration not stated)	4	-1	-3	0	i	19	-0.3	-1	1
COc1cc(/C=N/NC(=O)c2ccccc2)ccc1O	-1	-7	-3	1	i	-9	2.6	0	-10
Cc1ccc(-c2nc3ccsc3c(=O)o2)cc1	-5	2	-9	-1	i	-16	-0.8	-2	-5
CCC(C)C(NC(N)=O)C(=O)Nc1ccc(C(=O)OC)cc1 (configuration not stated)	1	-1	-13	3	i	5	1.8	-3	-3
N#CC1=C(N)NC(SCc2ccc(F)cc2)=C(C#N)C12CCCCC2	-1	17	-4	-1	i	1	2.5	1	-5
COc1cccc(C(=O)C2CCCN(C(=O)CCC3=NNC(=O)CC3)C2)c1 (configuration not stated)	-1	-4	2	0	i	-8	-1.2	1	-11
Cc1c(CC(=O)O)c(=O)oc2cc(OCc3ccc(Br)cc3)ccc12	3	-4	6	0	·	0	1.4	2	-5
CCCc1cc(CN(C)C(=O)c2ccc(OC3CCN(C(C)=O)CC3)c(OC)c2)[nH]n1	3	-4	-9	3	i	14	1.1	-1	0
CO/N=C(\Cn1ncc(NC2CCCCC2)c(Br)c1=O)c1ccc(Cl)cc1	1	19	-3	1	i	18	1.7	-13	-1
Cc1noc(C)c1COc1ccc(C(=O)N2CCN(c3ccccc3F)CC2)cc1	-1	3	-9	3	i	20	2.5	2	-1
O=C(Nc1cccc(S(=O)(=O)N2CCCC2)c1)c1ccc2ccccc2n1	3	26	11	0	i	4	-0.5	-2	-4
CCOC(=O)[C@H]1[C@H]2COc3ccc(C)cc3[C@@H]2N2C(=O)c3cc(F)ccc3NC(=O)[C@@]12C	3	4	20	1	i	7	-0.5	-4	-1
CC(C(=O)Nc1ccc2c(c1)OCCO2)N(c1ccccc1)S(C)(=O)=O (configuration not stated)	-10	-1	2	-3	i	12	1.3	10	-4
OC1(c2ccc(F)cc2)CSC(=Nc2cccnc2)N1Cc1ccco1 (configuration not stated)	7	1	11	-1	i	-3	0.9	-1	-2
COc1ccc(OCCCC(=O)NCC(C)C)cc1	-2	-12	0	-2	i	-5	-0.6	5	-2
CN1CCN(CCCNC(=O)c2cc3c(-c4ccc(Cl)cc4)nn(C)c3s2)CC1	1	-5	-14	2	·	-3	1.2	0	-10
CC(O)(c1cccc(F)c1)c1nc(-c2cnc3ccccc3c2)cs1 (configuration not stated)	-2	9	-9	0	i	20	1.2	-4	-2
CC(C)(C)C1CCC2(CC1)C(Nc1cccc(C(F)(F)F)c1)=NC(=S)N2CC#N (configuration not stated)	-12	16	0	5	i	2	1.5	-31	1
O=C(CN1C(=O)NC2(CCCC2)C1=O)N1CCN(S(=O)(=O)c2cccc(F)c2)CC1	3	-4	12	3	i	18	-0.3	0	-3
N#CCCN(Cc1cccnc1)C(=S)NC(=O)c1ccccc1	-12	-4	0	4	i	14	-0.1	3	-1
Cc1ccc(-c2nnn(CC(=O)Nc3nnc(C(C)C)s3)n2)cc1	-12	-7	5	1	i	9	0.2	4	-4
O=C(O)c1ccc(N=C2NC(=O)C(CO)(CO)S2)cc1	-1	-8	3	-3	i	4	-0.3	-1	-3
Cc1nc2cc(Cl)c([N+](=O)[O-])cc2s1	-6	4	-4	8	i	-23	-1.2	1	-13
CCc1cc(C(=O)N2CCCC(CNS(=O)(=O)c3cccs3)C2)n(C)n1 (configuration not stated)	-7	-10	-1	2	i	-3	-0.8	0	-9
O=C(CCS(=O)(=O)c1cccc2nonc12)NCCc1ccccc1	5	-4	-8	-2	i	-16	0.9	3	-1
COc1cccc2cc(C(C)OC(=O)Nc3ccc(C)cc3)oc12 (configuration not stated)	-2	28	11	1	i	0	0.8	-2	-1
Cc1ccc(NC(=S)Nc2ccc(F)cc2)c(C)c1	2	-6	5	0	i	8	0.5	5	-7
O=[N+]([O-])c1ccc(Cl)cc1N1CCOCC1	-4	-4	1	-1	i	2	-0.1	0	-7
Cc1ccc(-n2nc(C)c(NC(=O)CCl)c2C)cc1C	2	-9	4	0	i	-1	-0.3	5	-3
CC1(C)OC2C(CO)OC(n3cnc4c(=S)nc[nH]c43)C2O1 (configuration not stated)	-12	-3	-2	-1	i	-3	0.9	0	5
O=C(CCCN1C(=O)c2ccccc2C1=O)Nc1ccc2c(c1)OCCO2	2	-1	-1	5	i	3	-0.4	4	-4
Cc1ccc(-n2nc(C(=O)NCc3ccc(C)o3)c3c4ccccc4n(C)c3c2=O)cc1	-3	23	-2	2	i	5	0.2	-2	2
O=C(CCN1C(=O)c2ccccc2C1=O)CN1CCOCC1	-4	0	-9	2	i	-17	0.2	-1	-3
Cc1cc2c(cc1S(=O)(=O)Nc1cccc(C)c1C)n(C)c(=O)c(=O)n2C	7	15	9	-3	i	7	1.5	-2	-1
Cc1cc(C)cc(NC(=S)NCCCO)c1	-3	-11	-11	2	i	-2	-0.5	-1	-7
COc1cc(C(=O)N2CCN(c3ncnc4sc(C)c(C)c34)CC2)cc(OC)c1OC	1	-12	2	1	i	0	0.8	3	-4
Cc1nnsc1C(=O)NNC(=O)c1cccc2ccccc12	-2	-3	6	0	i	-10	1.8	0	-2
COC(=O)C1C(O)=C(C(C)=Nc2cccc3ccccc23)C(=O)CC1(C)C (configuration not stated)	-1	3	1	-1	+	7	-0.2	3	0
COc1ccc(Cl)cc1C=CC=NNC(=O)c1ccncc1	1	0	-11	-4	i	-5	2.2	-3	-2
O=S(=O)(c1ccc(F)cc1)n1ccc(-c2cccc(OCc3ccc(Cl)cc3Cl)c2)n1	-9	24	12	3	i	-11	0.1	1	-4
COc1ccc(C(C(=O)NCC2CCCO2)N(Cc2ccc(F)cc2)C(=O)CNC(=O)c2ccco2)cc1OC (configuration not stated)	-5	-3	7	4	i	-1	-0.7	2	-4
COCCCN1C(=O)C(CC(=O)NC(c2ccccc2)c2ccccc2)CC(C(=O)N2CCCCCC2)=C1C (configuration not stated)	-9	-4	11	·	i	2	0.2	7	2

Screening data (PubChem)
